Salmonella PhoP GFP: PhoP regulon inhibitors, Salmonella typhi PhoP promoter GFP reporter, confirmatory (AID 1850) | Salmonella Typhi PhoP-promoter GFP reporter, fluorescence, 4 h; higher % means a stronger effect | inhibition, % at 50 µM, or IC50 in µM where a hit was titrated | hit rate 0.33% among 310,000; in the data active means a potency from the dose series; inconclusive means inhibition mostly from about 25% at the one dose, without a potency; inactive means the rest, 99 in 100 with inhibition below about 19%;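 further: 0% = induced wells with vehicle and 100% = uninduced wells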
influenza NS1A: NS1A inhibition, H1N1 influenza, cell based functional assay (AID 504329) | one-dose inhibition, % at 12.5 µM; IC50 in µM for titrated hits | hit rate 0.3% among 340,000 | NS1A functional cell-based assay, percent inhibition; higher % means a stronger effect; in the data active means a potency from the dose series; inconclusive means inhibition above about 27% without an active follow-up result; further: strong numbers were not always called active
M. tuberculosis HTS: M. tuberculosis growth inhibition, HTS (AID 449762); M. tuberculosis H37Rv growth inhibition, 7H9 media; higher % means a stronger effect; hit rate 0.59% among 330,000; inhibition, % at 25 µM, or IC50 in µM where a hit was titrated; in the data active means a potency from the dose series; inconclusive means inhibition above about 70% without an active follow-up result;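 further: bacterial growth assessed after seven days of incubation; strong numbers were not always called active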
tuberculosis growth: growth inhibition of non-replicating M. tuberculosis (AID 488890) | Mycobacterium tuberculosis non-replicating, growth inhibition; higher % means a stronger effect | one-dose inhibition, % at 25 µM; IC50 in µM for titrated hits | hit rate 0.39% among 320,000; in the data active means a potency from the dose series; inconclusive means inhibition mostly from about 82% at the one dose, without a potency; inactive means the rest, 99 in 100 with inhibition below about 76%;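 further: plate controls were DMSO cells for no effect and high antibiotic wells for full effect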
VEEV TC-83 Vero: inhibitors of VEEV TC-83 cytopathic effect, confirmation, Vero cells (AID 588727). hit rate 0.13% among 350,000. one-dose inhibition, % at 20 µM; IC50 in µM for titrated hits. Vero cells, VEEV TC-83 cytopathic effect inhibition; higher % means a stronger effect; in the data active means a potency from the dose series; inconclusive means inhibition mostly from about 14% at the one dose, without a potency; inactive means the rest, 99 in 100 with inhibition below about 12%; further: strong numbers were not always called active
VEEV TC-83 Vero 10K pilot screen: further read-out of VEEV TC-83 Vero, marked with its call; inhibition, %; measured here: 10K pilot screen inhibition
* = called active by the depositor; i = inactive; ? = inconclusive; nt = no result given; & = joins results of further samples.

SMILES	Salmonella PhoP GFP	influenza NS1A	M. tuberculosis HTS	tuberculosis growth	VEEV TC-83 Vero	others
O=C(COC(=O)c1c[nH]c2ccccc12)Nc1ccccc1	nt	2%	-3%	3%	0.2%
Cc1occc1C(=O)NCc1cccc(CNC(=O)c2ccoc2C)c1	-11%	16%	8%	19%	1.1%
Nc1ncnc2nc(Sc3ccc(Cl)cc3)[nH]c12	-12%	0%	10%	25%	1.7%
COc1ccc(OC)c(CCNC(=O)C2CCN(c3nnc(-n4cccc4)s3)CC2)c1	-13%	33%	5%	nt	5.7%
CSc1ccc(CN2CCN(S(=O)(=O)Cc3ccccc3)CC2)cc1	-6%	-6%	4%	-7%	0.9%
Cn1c(C(=O)OCC(=O)NCCc2ccccc2)cc2sccc21	3%	-3%	1%	2%	0.6%
COc1ccccc1-c1cc(C(F)(F)F)nc(N2CCCC2)n1	3%	-13%	-8%	-25%	0.1%
Cn1c2ccsc2c2ncn(Cc3ccc(F)cc3)c(=O)c21	nt	-7%	-2%	4%	3.9%
Cc1c(CCO)sc[n+]1CC(=O)OCCC12CC3CC(CC(C3)C1)C2	0%	4%	4%	4%	0.5%
CCc1ccc(O)c(CNCCNCc2cc(CC)ccc2O)c1	2%	3%	8%	70%	i
CCCCn1c(N)c(N(CCC(C)C)C(=O)c2ccc(COc3ccccc3)o2)c(=O)[nH]c1=O	-2%	-3%	2%	16%	5.9%
Cc1cc(C)[n+](-c2ccc(C(C)C)cc2)c2[nH]c(=O)[nH]c(=O)c12	-6%	-3%	12%	24%	0.6%

Of the compounds above, these have an aryl methoxy group.
SMILES	Salmonella PhoP GFP	influenza NS1A	M. tuberculosis HTS	tuberculosis growth	VEEV TC-83 Vero	others
COc1ccc(OC)c(CCNC(=O)C2CCN(c3nnc(-n4cccc4)s3)CC2)c1	-13%	33%	5%	nt	5.7%
COc1ccccc1-c1cc(C(F)(F)F)nc(N2CCCC2)n1	3%	-13%	-8%	-25%	0.1%

New compounds follow
SMILES	Salmonella PhoP GFP	influenza NS1A	M. tuberculosis HTS	tuberculosis growth	VEEV TC-83 Vero	others
CCCOc1ccccc1/C=C1\SC(N2CCCCC2)=NC1=O	-5%	3%	4%	39%	5.3µM*
COc1ccc(-n2nnnc2SCC(=O)Nc2ccc(OC)cc2OC)cc1	-5%	-7%	4%	-5%	1.5%
O=C(C1=C(O)C(=O)N(CCN2CCOCC2)C1c1cccc(O)c1)c1cc2ccccc2o1 (stereo unspecified)	nt	-8%	nt	nt	4.0%
CCC(=Cc1ccccc1O)c1ccncc1	nt	1%	nt	nt	6.0%
CCOC(=O)c1sc(NC(=O)CSc2nnc(Cc3ccccc3)o2)c(C#N)c1C	-9%	-11%	?	?	1.9%
CC1CN(S(=O)(=O)c2ccc(C(=O)N(C)C3CCCCC3)cc2)CC(C)O1 (stereo unspecified)	nt	-1%	-4%	-2%	2.3%
O=C(O)c1cc(-c2ccco2)[nH]n1	-1%	-11%	-9%	3%	2.4%
COc1ccc(NC(=O)C2CCCN(S(=O)(=O)c3cccnc3)C2)c(OC)c1 (stereo unspecified)	0%	3%	-5%	9%	i
CCC(=O)N1CCN(c2ccccc2NC(=S)NC(=O)c2cccc([N+](=O)[O-])c2)CC1	-9%	8%	15%	25%	i
O=C(COC(=O)[C@@H]1CCCN1C(=O)c1cccs1)Nc1cccc(Cl)c1	nt	-3%	-3%	27%	0.3%
CC(NC(=O)Cn1cc(C(F)(F)F)cc(Cl)c1=O)c1ccccc1 (stereo unspecified)	9%	4%	-9%	-8%	0.2%
CCOc1ccc(C(=O)NCC(=O)N2CCC3CCCCC3C2)cc1OCC (stereo unspecified)	4%	4%	0%	10%	2.0%
Nc1c(-c2ccc(F)cc2)cnn1C1CCS(=O)(=O)C1 (stereo unspecified)	14%	1%	-2%	6%	1.3%
O=C(CCNC(=O)c1ccc([N+](=O)[O-])cc1)NCCC1=CCCCC1	-6%	-12%	-3%	17%	5.3%
O=C(COc1ccc(F)cc1)N(Cc1ccco1)C1CCS(=O)(=O)C1 (stereo unspecified)	-2%	14%	12%	16%	0.6%
COCCCNC(=O)CC1C[C@H](C(=O)N2CCCCC2)[C@@]2(CCc3ccccc3)c3[nH]c4ccc(OC)cc4c3CCN2C1=O (stereo partly specified)	nt	4%	nt	nt	i
O=C(Nc1nc2c(c(=O)[nH]1)CCCC2)C1CC1	-11%	3%	-8%	nt	0.6%
COc1ccc(Oc2ncc(CN3CCN(c4ccccc4)CC3)s2)cc1	11%	2%	6%	15%	1.5%
O=C(OCC(=O)N1CCCCC1)c1cc(=O)[nH]c2ccccc12	nt	2%	3%	7%	0.7%
CCC(N1CCOC1=O)S(=O)(=O)c1ccc(C)cc1 (stereo unspecified)	9%	-1%	-7%	-1%	1.4%
Cc1ccc(S(=O)(=O)N2CCC(C(=O)OCC(=O)NC3(C#N)CCCCC3)CC2)cc1C	2%	-6%	-1%	-3%	4.0%
CCn1c(C)nc2cc(C(=O)NNS(=O)(=O)c3c(F)cc(F)c(Cl)c3F)ccc21	-8%	5%	7%	10%	i
COC(=O)CC1C(=O)NCCN1C(=O)CSc1nnnn1-c1ccc(Cl)cc1 (stereo unspecified)	4%	4%	9%	26%	0.2%
O=C(CNC(=O)c1ccccc1)N/N=C/C=C/c1ccccc1	-10%	-8%	-2%	5%	6.4%
CCCCC(=O)NC1(C(F)(F)F)NC(=O)N(Cc2ccccc2)C1=O (stereo unspecified)	-22%	8%	8%	0%	3.4%
CC(C)(C)NC(=O)CN1CCC(O)(c2ccc3c(c2)OCO3)CC1	-11%	10%	0%	-4%	0.8%	VEEV TC-83 Vero 10K pilot screen=0.1
COc1ccc(/C=C/C(=O)OCC(=O)NCc2ccccc2Cl)cc1OC	nt	-4%	-4%	25%	i
O=C(/C=C/c1ccccc1)NCC(=O)N/N=C/c1cccs1	-2%	-6%	-11%	4%	i
COc1cccc2c(=O)n(CC(=O)NC3CCCC3)ccc12	nt	-10%	-5%	nt	1.1%
O=C(NCC1CCCO1)c1cc(-c2ccco2)nc2ccccc12 (stereo unspecified)	-9%	16%	5%	9%	6.8%
CC(C)(C)c1csc(NC(=O)c2c(F)c(F)c(F)c(F)c2F)n1	-2%	-4%	18µM*	75%	i
CC(=O)OCC[N+](C)(C)C	0%&-11%&-23%&-4%	2%&-3%&3%	0%&-4%&-8%	-9%&-11%&12%	0.6%&0.8%&1.3%
COc1cc(C(=O)NCC(=O)N/N=C/c2ccc(OC(=O)c3ccco3)cc2)cc(OC)c1OC	10%	-6%	6%	18%	0.2%
O=C1c2ccccc2C(=O)N1CCCSc1nc2ccccc2o1	4%	-8%	-5%	72%	3.5%
Cc1ccc2nc(-c3cccc(NC(=O)c4ccco4)c3)[nH]c2c1	5%	1%	6%	12%	1.8%
COCCCNC(=O)CN(c1cc(OC)ccc1OC)S(=O)(=O)c1ccccc1	11%	2%	-5%	-8%	0.7%

3 compounds from above, sorted by molecular weight, smallest number first.
SMILES	Salmonella PhoP GFP	influenza NS1A	M. tuberculosis HTS	tuberculosis growth	VEEV TC-83 Vero	others
CCC(N1CCOC1=O)S(=O)(=O)c1ccc(C)cc1 (stereo unspecified)	9%	-1%	-7%	-1%	1.4%
CCc1ccc(O)c(CNCCNCc2cc(CC)ccc2O)c1	2%	3%	8%	70%	i
Cc1c(CCO)sc[n+]1CC(=O)OCCC12CC3CC(CC(C3)C1)C2	0%	4%	4%	4%	0.5%

The results go on:
SMILES	Salmonella PhoP GFP	influenza NS1A	M. tuberculosis HTS	tuberculosis growth	VEEV TC-83 Vero	others
COc1ccc(N2CCN(C(=O)c3oc4ccccc4c3C)CC2)cc1	0%	10%	21%	41%	1.2%
Cc1cccc(OCCCN2CCCCCC2)c1	6%	6%	-9%	-7%	0.4%
Cc1cc(C(=O)OCC(=O)NC2CCCCC2)c(C)o1	7%	4%	-3%	15%	0.1%
CCN(CC)C(=O)/C(=C\c1ccc2c(c1)OCO2)NC(=O)c1ccc(Br)cc1	-1%	-4%	-7%	19%	i
COc1cc(/C=N/Nc2cc(C)nc(NS(=O)(=O)c3ccc(C)cc3)n2)ccc1O	nt	-2%	nt	nt	1.4%
O=C(CN1C(=O)NC2(CCCCC2)C1=O)Nc1ccccc1Cl	-1%	0%	-7%	-12%	0.1%
N=c1n(CCN2CCOCC2)c2ccccc2n1Cc1ccccc1Br	-4%	2%	7%	18%	i	VEEV TC-83 Vero 10K pilot screen=0.0
O=C(Nc1ncc([N+](=O)[O-])s1)c1cccc([N+](=O)[O-])c1	-5%	-8%	?	?	i
CCOc1ccc(N2C(=O)CC(Sc3nnnn3-c3ccccc3)C2=O)cc1 (stereo unspecified)	nt	2%	nt	nt	i
CCO/N=C(/C)c1c(O)cc(C(C)(C)C)n(-c2ccccc2)c1=O	1%	-7%	0%	49%	0.1%
CCc1ccc(OCC(=O)N2CCN(CC(=O)Nc3ccccc3Cl)CC2)cc1	nt	-20%	-2%	39%	3.4%
COC(=O)c1cc(COc2ccc3c(c2)oc(=O)c2ccccc23)c(C)o1	-1%	2%	5%	-5%	i
O=C(Nc1cccc(NC(=O)C2CCCO2)c1)c1ccco1 (stereo unspecified)	4%	6%	7%	9%	1.7%
COc1cc(NC(=O)C2Cc3ccccc3CN2S(C)(=O)=O)cc(OC)c1 (stereo unspecified)	-8%	2%	7%	-13%	0.6%
O=C(COc1ccccc1Cl)NC(=S)Nc1cccc(NC(=O)c2ccccc2Cl)c1	2%	-9%	-1%	-5%	i
C[C@H]1CC[C@]2(O[C@H](CCO)C[C@H](O)[C@H]2O)O1	-5%	4%	3%	-8%	i	VEEV TC-83 Vero 10K pilot screen=1.0
Cc1ccc(NC(=O)COC(=O)CC2CC3CCC2C3)cc1S(=O)(=O)N1CCOCC1 (stereo unspecified)	nt	0%	0%	nt	2.5%
Cc1noc(C)c1S(=O)(=O)N1CCC(C(N)=O)CC1	-6%	1%	-15%	-29%	1.7%
CCN(CC(=O)Nc1c(F)cccc1F)C(=O)CSc1nc(C)cc(C)n1	-8%	10%	-9%	-10%	1.1%
CC(C)[C@H](NC(=O)OCc1ccccc1)C(=O)OCC(=O)N1CCN(c2ccc(F)cc2)CC1	nt	2%	-6%	31%	i
O=C(NCc1ccco1)C(=O)NCC1OCCN1S(=O)(=O)c1cc(F)ccc1F (stereo unspecified)	4%	1%	-16%	-10%	1.6%
O=C(NC1=NCCS1)c1cccc(Br)c1	-4%	-4%	13%	21%	i
Cc1ccc(/C=C/C(=O)OCc2nc(N)nc(Nc3ccccc3C)n2)o1	-1%	-3%	4%	29%	11%
CCOc1ccc2[nH]c(C)c(CN3CCN(C)CC3)c(=O)c2c1	12%	-26%	-8%	-1%	i
O=C(Nc1nc2c(Cl)ccc(Cl)c2s1)C1CC1	6%	4%	-6%	6%	7.8%	VEEV TC-83 Vero 10K pilot screen=4.3
CC(Cl)C(=O)NNc1cccc(Cl)n1 (stereo unspecified)	0%	-9%	-4%	-3%	1.3%
CC(C)(C)C(=O)NC1CCN(C(=O)N2CCCC2)CC1	-2%	-3%	-6%	-10%	1.1%
Cc1ccccc1C(=O)NC1CCN(C(=O)N(c2ccccc2)c2ccccc2)CC1	4%	11%	-4%	9%	1.6%
COCCSc1ccccc1C(=O)N1CCN(Cc2ccc3c(c2)OCO3)CC1	-1%	-3%	-9%	7%	0.7%
CCOC(=O)c1sc(=NC(=O)c2cccc(C)c2)n(C)c1C	13%	-3%	-4%	3%	0.6%
Nc1cc(N)nc(SCC(=O)NC2CCCCCCC2)n1	nt	-2%	nt	nt	2.0%
CCN(CC)S(=O)(=O)c1ccc(N=NC2=C(O)CC(C)(C)CC2=O)cc1	-2%	1%	6%	29%	0.0%
Cc1cc(=O)oc2c(CN3CCCC3)c(O)c(Cl)cc12	2%	-29%	-8%	-15%	0.1%
COc1ccc(C(=O)NNC(=O)C(=O)Nc2cccc3ccccc23)cc1	10%	2%	?	?	2.7%
O=C(Cc1ccc(F)cc1)Nc1nccs1	0%	10%	-1%	11%	0.5%
O=C(c1cc2c(ccc3ccccc32)oc1=O)N1CCN(CCO)CC1	5%	1%	4%	6%	0.9%
CCN1CCN(S(=O)(=O)c2ccc(Cl)c(C(=O)NCc3nc4ccccc4[nH]3)c2)CC1	nt	0%	3%	6%	i
Cc1ccccc1N=C1NN=C(c2ccccc2F)CS1	10%	-1%	3%	48%	7.5%
CCCCOC(=O)CNc1nnc(SCC(=O)OCC)[nH]c1=O	-1%	-3%	-1%	50%	1.7%
COc1ccc(OCC(=O)N/N=C/c2ccc(OC)c(OC)c2C(=O)O)cc1	-4%	-2%	-3%	-6%	i

Screening results: PubChem, Southern Research Specialized Biocontainment Screening Center

Compounds as they come; overall some 1.6% were active at least once.
